Bioassay records: PubChem BioAssay, National Center for Advancing Translational Sciences (NCATS)
HepG2 viability: counter-screen for TGF-b inhibitors: cytotoxicity in HepG2 cells; HepG2 CAGA-GFP viability, ATP luminescence, 18 h; 410,000 tested, 0.76% active; Potency, µM (titrated, usually from 46.1 µM), without a hit: top-dose activity change, negative = cytotoxicity, actives largely listed as cytotoxic; further: some results filed as inactive show a strong effect at the top dose
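CellTiter-Glo luminescence gave cytotoxicity after 18 hours at 37 degrees C. The cells were HepG2 CAGA-GFP in 1% FBS DMEM, stimulated with 500 pg/mL TGF-beta after compound addition. %Activity was normalised to no-cell wells (complete cell-killing) and DMSO (no toxicity), and curves were fitted and classified.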
TGFb SMAD3 inh: blocks TGF-b signaling; HepG2 CAGA-GFP TGF-b/SMAD3 reporter, GFP fluorescence, 18 h; TGF-beta stimulated, 500 pg/mL final; AID 588855; Potency, µM (highest dose often 46.1 µM), for inactives: at the top dose activity, negative = inhibition, actives largely listed as inhibitors; 410,000 tested, 1.2% active; further: on the % scale 0 is the no-effect control and ±100 the full control effect; nearly all actives have a fitted effect of over 65% in size
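HEPG2 CAGA-GFP reporter cells (1000/well, DMEM with 1% FBS) received compounds, then recombinant TGF-beta at 500 pg/mL final for 18 hours at 37 degrees C. Per-cell GFP summed per well was normalised to unstimulated and stimulated DMSO controls before curve fitting.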
Nrf2 inh: blocks Nrf2 signaling; A549 ARE-Fluc reporter, luciferase luminescence, 18-24 h; Potency, µM (titrated, usually from 46 µM), without a hit: at the highest dose activity change, negative = inhibition, hits mostly inhibitors; 360,000 tested, 2.1% active; further: on the % scale 0 is the no-effect control and ±100 the full control effect; nearly all actives have a fitted effect of over 60% in size
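A549 ARE_Fluc cells, 5000/well, 5% FBS OPTI-MEM; compounds in dose-response, 18-24 h at 37 °C/5% CO2; CellTiter-Fluor viability read (Ex 405/Em 525), then BugLite luciferase luminescence = Nrf2 activity.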
A549 viability: A549 cytotoxicity, counter-screen for Nrf2 inhibitors; A549 ARE-Fluc cells, CellTiter-Fluor viability, 18-24 h; Potency, µM (doses to about 46 µM), for inactives: at the highest dose activity change, negative = cytotoxicity, actives largely listed as inhibitors; AID 504648; 390,000 tested, 0.16% active; further: on the % scale 0 is the no-effect control and ±100 the full control effect
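A549 ARE_Fluc cells in 5% FBS OPTI-MEM were exposed to compounds in concentration-response for 18-24 h at 37 deg C. Viability was read by CellTiter-Fluor fluorescence (Ex 405/Em 525) after 30 min, before the luciferase read.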
S2 tox: cell viability loss in ATXN counter-screen; S2 cells (HEK-293 line with an ATXN2-luciferase reporter) viability, CellTiter-Fluor protease fluorescence, 24 h; Potency, µM (titrated, usually from 56.7 µM), actives largely listed as cytotoxic; 400,000 tested, 0.49% active; AID 651635; further: nearly all actives have a fitted effect of over 40% in size
EPAC2 antagonist: EPAC2 (human) antagonism; EPAC2 GEF exchange of Rap1B-BODIPY-GDP, fluorescence; Potency, µM (top dose mostly 114 µM), for inactives: top-dose activity, negative = inhibition, hits mostly inhibitors; 360,000 tested, 0.18% active; further: on the % scale 0 is the no-effect control and ±100 the full control effect; nearly all actives have a fitted effect of over 45% in size; many of its hits are not listed in these tables
Target sequence (Q8WZA2 whole entry, looked up): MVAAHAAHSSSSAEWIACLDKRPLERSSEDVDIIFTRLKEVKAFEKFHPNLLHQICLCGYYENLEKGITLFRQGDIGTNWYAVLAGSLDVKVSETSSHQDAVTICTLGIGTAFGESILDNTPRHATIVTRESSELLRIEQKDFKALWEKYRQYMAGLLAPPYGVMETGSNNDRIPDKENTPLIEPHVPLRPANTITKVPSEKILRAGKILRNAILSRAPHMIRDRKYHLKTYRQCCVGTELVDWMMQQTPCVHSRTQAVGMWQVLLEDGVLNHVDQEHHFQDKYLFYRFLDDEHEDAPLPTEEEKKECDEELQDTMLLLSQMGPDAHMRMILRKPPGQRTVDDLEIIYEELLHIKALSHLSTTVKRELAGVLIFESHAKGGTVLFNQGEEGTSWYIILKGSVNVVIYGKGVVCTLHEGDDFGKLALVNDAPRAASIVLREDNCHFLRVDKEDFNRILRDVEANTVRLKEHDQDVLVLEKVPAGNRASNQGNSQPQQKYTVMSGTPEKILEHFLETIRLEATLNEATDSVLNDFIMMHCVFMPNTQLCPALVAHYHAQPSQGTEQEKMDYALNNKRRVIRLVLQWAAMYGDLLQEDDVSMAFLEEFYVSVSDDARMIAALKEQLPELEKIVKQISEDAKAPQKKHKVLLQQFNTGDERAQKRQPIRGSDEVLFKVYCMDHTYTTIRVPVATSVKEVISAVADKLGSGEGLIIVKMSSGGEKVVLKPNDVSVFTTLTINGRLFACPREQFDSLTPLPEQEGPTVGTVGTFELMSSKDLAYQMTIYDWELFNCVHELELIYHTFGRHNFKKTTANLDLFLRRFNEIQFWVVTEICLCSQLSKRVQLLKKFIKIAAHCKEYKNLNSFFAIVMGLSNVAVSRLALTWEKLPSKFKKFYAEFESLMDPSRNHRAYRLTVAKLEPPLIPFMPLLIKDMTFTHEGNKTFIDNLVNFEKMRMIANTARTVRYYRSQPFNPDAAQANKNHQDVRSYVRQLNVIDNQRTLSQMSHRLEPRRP
MCF10A rerep: induces DNA re-replication in MCF 10a normal breast cells; AID 624296; Potency, µM (top dose mostly 46.1 µM), inactives show at the top dose activity, positive = re-replication, most hits filed as activators; 350,000 tested, 2.9% active; MCF 10A DNA re-replication, Hoechst nuclear intensity, 48 h; further: % of control where 0% means no effect; nearly all actives have a fitted effect of over 50% in size
Nrf2 activator: Nrf2 pathway activation | AREc32 ARE-luciferase reporter (MCF7-derived line), luminescence, 24 h | Potency, µM (titrated, usually from 46.1 µM), for inactives: at the top dose activation, most hits filed as activators | 410,000 tested, 0.31% active | AID 624171; further: % of control where 0% means no effect; nearly all actives have a fitted effect of over 65% in size
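Luciferase luminescence (Steady-Glo, 30 min at room temperature) served as the read-out of ARE activation in AREc32 cells treated with compounds for 24 hr at 37 deg C.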
ATXN2 expr inh: reduces ATXN2 reporter expression in HEK-293 cells; HEK-293 ATXN2-luciferase reporter, luminescence, 24 h; Potency, µM (top dose mostly 57 µM), without a hit: at the highest dose activity change, negative = inhibition, hits mostly inhibitors; 360,000 tested, 0.72% active; AID 1745845; further: on the % scale 0 is the no-effect control and ±100 the full control effect; nearly all actives have a fitted effect of over 55% in size
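qHTS (up to 57 uM final) was run with 24 h compound exposure of reporter cells at 37 °C. Each well was multiplexed: SteadyGlo luminescence measured ATXN2-luciferase expression after a fluorogenic Gly-Phe-AFC viability readout (25 uM final).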
Numbers without * were called inactive; i = inactive; ? = inconclusive; nt = not tested or not shown; [ ] = dose if it differs, or a comment. The call rests on the fitted dose curve; in most records, active means well fitted curve in the direction sought with a large enough effect; inconclusive means small, poorly fitted or top-dose-only effect, or another doubt; inactive means no such curve, though single readings can be large; an effect the other way counts as inactive or inconclusive. Potency means the concentration at half of the fitted maximal effect. Not all compounds are listed, so the mix of outcomes need not match the whole.

#	Structure	HepG2 viability	TGFb SMAD3 inh	Nrf2 inh	A549 viability	S2 tox
1	Cc1ccc(S(=O)(=O)CC(O)COc2ccc(C#N)cc2)cc1 (configuration not stated)	-2%	-10%	-13%	1%	i
2	CC1(C)C2CCC1(CS(=O)(=O)NCc1ccc(C(F)(F)F)cc1)C(=O)C2 (configuration not stated)	-3%	10%	?	-1%	i
3	CN(C(=O)COC(=O)c1cccnc1Nc1cccc(C(F)(F)F)c1)C1CCS(=O)(=O)C1 (configuration not stated)	-13%	-18%	3%	1%	i
4	CCc1nc(C)c(-c2ccccc2)c(=O)[nH]1	-1%	0%	5%	-3%	i
5	COc1ccc(C(=O)NCCc2ccccn2)cc1S(=O)(=O)Nc1ccc(Br)cc1	-16%	1%	-23%	7%	i
6	O=C(NCCO)C(=O)Nc1c2c(nn1-c1ccc(F)cc1)CSC2	0%	9%	nt	5%	i
7	CNS(=O)(=O)c1cccc(C(=O)OCC(=O)Nc2sc3c(c2C#N)CCCCC3)c1	-16%	-1%	?	-1%	i
8	Cn1c(=O)cc(OCCCC(=O)Nc2ccc(F)cc2)c2ccccc21	-41%	20%	?	-10%	i
9	O=C1CN(C(=O)Nc2ccccc2C(F)(F)F)C(c2ccccc2)c2c(sc3c2CCCC3)N1 (configuration not stated)	-14%	?	-20%	6%	nt
10	Cc1cc(Oc2ccc(C#N)cc2)nc(NCc2ccccc2)n1	8.9µM*	-24%	16µM*	-7%	i
11	CC(=O)Nc1ccc(S(=O)(=O)NC2CC(=O)N(c3ccc(C)cc3)C2)cc1 (configuration not stated)	-10%	5%	-12%	3%	i
12	CCCCNC(=O)C1Cc2cc(S(=O)(=O)N3CCCC3)ccc2N1C(C)=O (configuration not stated)	0%	3%	-26%	-5%	i

#	EPAC2 antagonist	MCF10A rerep	Nrf2 activator	ATXN2 expr inh
1	0%	1%	-0.8%	-6%
2	-8%	5%	2.6%	-6%
3	0%	-6%	2.8%	4%
4	-3%	?	0.4%	1%
5	?	5%	-0.3%	1%
6	nt	nt	0.3%	2%
7	-7%	6%	8.6%	-6%[11.3 µM]
8	nt	nt	12%	18%
9	nt	nt	4.0%	nt
10	-1%	?	0.2%	-24%
11	0%	-15%	0.3%	-3%
12	-4%	13%	-1.7%	1%

The listing continues:
#	Structure	HepG2 viability	TGFb SMAD3 inh	Nrf2 inh	A549 viability	S2 tox
13	O=C(CCC(=O)N1CCOc2ccccc21)NC1CCN(Cc2ccccc2)CC1	-2%	-14%	19%	10%	i
14	Cc1cccc(N2CCN(c3nnnn3-c3ccccc3)CC2C)c1 (configuration not stated)	-3%	-7%	-17%	-10%	i
15	CC(C)C(=O)Nc1sc2c(c1C(N)=O)CCN(Cc1ccccc1)C2	-23%	-9%	6%	8%	i
16	CC1CCN(C(=O)COc2ccc(S(=O)(=O)N3CCCC3)cc2)CC1	4%	6%	-16%	-14%	i
17	COC(=O)[C@@]1(Cc2ccc(F)cc2)[C@H]2c3cc(C(=O)N4CCCC4)n(CCN4CCNC4=O)c3C[C@H]2CN1C(=O)c1ccccc1	nt	nt	nt	nt	i
18	COc1ccc(NC(=O)NNC(=O)c2cc3occc3n2C)c(OC)c1	-5%	2%	-15%	-11%	i
19	O=C(NNC1CC(=O)N(c2ccc(Cl)cc2)C1=O)c1ccccn1 (configuration not stated)	4%	-2%	10%	11%	?
20	CC(C)CC(C(=O)N1CCc2ccccc2C1)N1C(=O)c2ccccc2C1=O (configuration not stated)	-5%	?	nt	-1%	?
21	O=C(COc1ccc(Cl)cc1)NCc1nnc(SCC(=O)N2CCCc3ccccc32)o1	-13%	0%	-30%	0%	i
22	CCc1cccc(C)c1NC(=O)C1CCCN1C(=O)NCc1ccccc1 (configuration not stated)	-29%	-6%	2%	-4%	i
23	CN1C(=O)[C@H]2[C@@H](C3CC3)N3C(=O)CN(CCO)C(=O)[C@@]3(Cc3ccccc3)[C@H]2C1=O	1%	4%	7%	4%	i
24	COc1ccc(Br)cc1C(=O)CCC(=O)OCC(=O)Nc1cc(C(N)=O)cc(C(N)=O)c1	-3%	13%	-12%	-14%	i

#	EPAC2 antagonist	MCF10A rerep	Nrf2 activator	ATXN2 expr inh
13	-5%	-5%	0.2%	-12%
14	-2%	-16%	0.2%	-14%
15	-3%	-3%	3.0%	-14%
16	1%	-8%	-0.1%	1%
17	-8%	nt	2.7%	12%
18	1%	3%	0.0%	nt
19	12%[57.1 µM]	?	0.9%	nt
20	-6%	2%	3.3%	0%
21	-2%	2%	0.4%	-13%
22	-5%	-5%	-0.3%	-14%
23	3%	-22%	-1.0%	0%
24	-7%	-18%	5.0%	8%

Limited to S2 tox, for 2 of the compounds above:
item	SMILES	S2 tox
15	CC(C)C(=O)Nc1sc2c(c1C(N)=O)CCN(Cc1ccccc1)C2	i
16	CC1CCN(C(=O)COc2ccc(S(=O)(=O)N3CCCC3)cc2)CC1	i

Later entries:
#	Structure	HepG2 viability	TGFb SMAD3 inh	Nrf2 inh	A549 viability	S2 tox
25	Cc1oc(-c2ccccc2F)nc1CS(=O)CC(=O)NC1CC1 (configuration not stated)	-9%	1%	-10%	1%	i
26	CS(=O)(=O)c1ccc(N2CCOCC2)c(S(C)(=O)=O)c1	1%	4%	nt	-3%	i
27	Cc1nn(-c2ccccc2)c2nc(C(F)(F)F)[nH]c(=O)c12	12%	0%	?	-4%	?
28	O=C(CC1(C(=O)O)CCCC1)N1CCOCC1	-7%	-15%	-19%	-12%	nt
29	Cc1ccc(NC(=O)COc2ccc3c(c2)OCO3)c(Cl)c1	3%	0%	?	9%	i
30	CC(C)(O)C#Cc1ccc(CN2CCN(Cc3ccsc3)C(CCO)C2)cc1 (configuration not stated)	-13%	-2%	?	-8%	i
31	CC(C)(CNC(=O)c1ccc(-c2ccccc2Cl)o1)N1CCOCC1	-3%	-9%	?	0%	i
32	O=C(c1ccc2c3c(cccc13)CC2)C1CCCN(C(=O)c2cc[n+]([O-])cc2)C1 (configuration not stated)	-8%	-16%	-10%	-3%	i
33	COc1ccc(C(=O)Oc2ccc(F)cc2C(=O)/C=C/c2ccc(OC)c(OC)c2)cc1	-12%	0%	-11%	1%	i
34	O=C(NCc1ccccn1)[C@]1(C(F)(F)F)C[C@H](CCc2ccccc2)CCCO1	0%	-16%	-12%	-2%	nt
35	C[C@H]1CN([C@@H](C)CO)C(=O)CCCn2cc(nn2)CO[C@@H]1CN(C)C(=O)Nc1ccc(F)cc1	-5%	7%	nt	nt	i
36	O=C(Nc1ccccc1C(=O)N/N=C/c1ccc(O)cc1)c1ccccc1	-102%	-6%	0%	0%	i

#	EPAC2 antagonist	MCF10A rerep	Nrf2 activator	ATXN2 expr inh
25	-1%	1%	-1.0%	2%
26	2%	-18%	-0.7%	2%
27	-4%	17%	0.2%	nt
28	7%	2%	-0.4%	nt
29	5%	0%	0.4%	29%
30	0%	18%	-0.2%	-9%
31	-2%	20%	7.8%	37%[activator]
32	2%	0%	-0.7%	2%
33	-4%	0%	5.2%	-6%
34	nt	nt	nt	nt
35	1%	nt	0.1%	6%
36	-8%	-3%	8.2%	nt

More records.
#	Structure	HepG2 viability	TGFb SMAD3 inh	Nrf2 inh	A549 viability	S2 tox
37	Cc1ccc(-c2nnn(CCC(=O)NC3CCCC3)n2)cc1	-20%	-3%	-18%	1%	i
38	O=C(COC(=O)c1ccccc1F)c1ccc(-n2nncc2-c2ccco2)cc1	-1%	20%	-20%	-9%	i
39	Cc1sc(NC(=O)CCC(=O)O)c(C#N)c1C	-15%	8%	10%	-2%	i
40	Cc1cc(NC(=O)Cn2nc3c(cc2=O)CCCC3)ccc1Br	0%	4%	-10%	-10%	i
41	O=C(c1cc(C2CCCCN2C(=O)OCCF)on1)N1CCOCC1 (configuration not stated)	-9%	-11%	nt	nt	i
42	Cc1nc2ccc(C(=O)NCCCn3ccnc3)cn2c1N(C)CC1CCCCC1	-35%	-20%	nt	nt	?
43	O=c1oc2c3c(nn2c2ccccc12)CCCC3	2%	7%	11%	-4%	i

#	EPAC2 antagonist	MCF10A rerep	Nrf2 activator	ATXN2 expr inh
37	1%	4%	-0.6%	5%
38	-11%	-4%	5.9%	-5%
39	-5%	6%	0.0%	nt
40	3%	0%	2.6%	-7%
41	11%	nt	-0.4%	4%
42	2%	nt	-1.0%[9.22 µM]	-32%
43	7%	-4%	-0.1%	0%

Some of these compounds in order of the EPAC2 antagonist value, high to low:
cpd	molecule	EPAC2 antagonist
41	O=C(c1cc(C2CCCCN2C(=O)OCCF)on1)N1CCOCC1 (configuration not stated)	11%
43	O=c1oc2c3c(nn2c2ccccc12)CCCC3	7%
40	Cc1cc(NC(=O)Cn2nc3c(cc2=O)CCCC3)ccc1Br	3%
42	Cc1nc2ccc(C(=O)NCCCn3ccnc3)cn2c1N(C)CC1CCCCC1	2%
37	Cc1ccc(-c2nnn(CCC(=O)NC3CCCC3)n2)cc1	1%
39	Cc1sc(NC(=O)CCC(=O)O)c(C#N)c1C	-5%
38	O=C(COC(=O)c1ccccc1F)c1ccc(-n2nncc2-c2ccco2)cc1	-11%
